PhoP GFP inhibition: Inhibition of PhoP regulon, Salmonella typhi GFP reporter cells, confirmation, 4 h (AID 1850). one-dose inhibition, % at 50 µM; IC50 in µM for titrated hits. 310,000 tested, 0.33% active. Salmonella Typhi PhoP-promoter GFP reporter, fluorescence, 4 h; higher % means a stronger effect; in the data active = a potency from the dose series; inconclusive = inhibition mostly from about 25% at the one dose, without a potency; inactive = the rest, 99 in 100 with inhibition below about 19%;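 note: 0% = induced wells with vehicle and 100% = uninduced wells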
VEEV TC-83 Vero: inhibitors of VEEV TC-83 cytopathic effect, confirmation, Vero cells (AID 588727); one-dose inhibition, % at 20 µM; IC50 in µM for titrated hits; Vero cells, VEEV TC-83 cytopathic effect inhibition; higher % means a stronger effect; 350,000 tested, 0.13% active; in the data active = a potency from the dose series; inconclusive = inhibition mostly from about 14% at the one dose, without a potency; inactive = the rest, 99 in 100 with inhibition below about 12%; note: strong numbers were not always called active
H37Rv inhibition: M. tuberculosis growth inhibition, HTS (AID 449762). M. tuberculosis H37Rv growth inhibition, 7H9 media; higher % means a stronger effect. one-dose inhibition, % at 25 µM; IC50 in µM for titrated hits. 330,000 tested, 0.59% active; in the data active = a potency from the dose series; inconclusive = inhibition above about 70% without an active follow-up result;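 note: bacterial growth assessed after seven days of incubation; strong numbers were not always called active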
H1N1 NS1A inhibition: NS1A inhibition, H1N1 influenza, cell based functional assay (AID 504329); NS1A functional cell-based assay, percent inhibition; higher % means a stronger effect; one-dose inhibition, % at 12.5 µM; IC50 in µM for titrated hits; 340,000 tested, 0.3% active; in the data active = a potency from the dose series; inconclusive = inhibition above about 27% without an active follow-up result; note: strong numbers were not always called active
M. tuberculosis: growth inhibition of non-replicating M. tuberculosis (AID 488890) | 320,000 tested, 0.39% active | Mycobacterium tuberculosis non-replicating, growth inhibition; higher % means a stronger effect | one-dose inhibition, % at 25 µM; IC50 in µM for titrated hits; in the data active = a potency from the dose series; inconclusive = inhibition mostly from about 82% at the one dose, without a potency; inactive = the rest, 99 in 100 with inhibition below about 76%;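 note: plate controls were DMSO cells for no effect and high antibiotic wells for full effect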
VEEV TC-83 Vero 10K pilot screen: recorded beside VEEV TC-83 Vero, whose call it bears; inhibition, %; measured here: 10K pilot screen inhibition
* marks the source's active call; other numbers are inactive results; i = inactive; ? = inconclusive; / = not tested or not shown.

SMILES	PhoP GFP inhibition	VEEV TC-83 Vero	H37Rv inhibition	H1N1 NS1A inhibition	M. tuberculosis	others
Cn1ncc([N+](=O)[O-])c1C(=O)Nc1ccc(-c2ccccc2)cc1	0.8%	i	6.4%	4.5%	12.1%
O=C(OCc1nnc(-c2ccccc2)o1)c1ccc(S(=O)(=O)NCc2ccco2)cc1	-9.8%	1.2%	13.3%	6.2%	-0.5%
CC(C)CCOc1ccc(C2(C)NC(=O)NC2=O)cc1 (centres undefined)	-1.6%	0.5%	-2.8%	-7.2%	35.3%
O=C(Nc1cc2c3c(c1)CC(=O)N3CCC2)C1CCCCC1	2.9%	4.3%	32.9%	-11.9%	0.0%
Cc1n(N)c2ccccc2[n+]1CC(=O)c1ccccc1	6.1%	i	5.7%	-0.8%	-5.9%
CS(=O)(=O)c1ccc(C(=O)Nc2ccc(-c3nc4ccccc4[nH]3)cc2)cc1	-36.4%	4.7%	2.5%	11.7%	-1.5%
COc1ccccc1CCC(=O)N(C)CC(=O)Nc1ccc(Cl)c(C(F)(F)F)c1	-5.1%	5.6%	3.6%	17.2%	20.4%
CCSc1nnc(-c2ccc(Cl)cc2)c2ccccc12	-6.5%	i	3.6%	-2.1%	10.4%
COCCn1c(C(C)C)nc2sc3ccccc3c(=O)c2c1=O	-1.2%	2.0%	-13.0%	-2.2%	0.6%
Cc1cc(C)c(NC(=O)CN(C)C(C)C(=O)N2CCc3ccccc32)c(C)c1 (centres undefined)	/	i	10.2%	-7.9%	20.7%
COc1ccc(CCNc2nc(C)cc(C)c2C#N)cc1OC	-8.2%	1.8%	-3.3%	-5.0%	18.0%
Cc1cc(C)c(C2=NOC(O)(C(F)(F)F)C2)c(=O)[nH]1 (centres undefined)	-16.1%	0.3%	-1.9%	-2.7%	-6.4%
C=CCC(O)(CC=C)CNC(=O)C1CCC(=O)N(CCCc2ccccc2)C1 (centres undefined)	-0.5%	2.1%	8.3%	4.8%	2.5%
CC(=O)c1cccc(NC(=O)COC(=O)c2ccccc2C)c1	2.0%	1.1%	1.0%	-7.0%	23.0%
CC(OC(=O)c1nsc(Cl)c1Cl)C(=O)NCCc1ccccc1 (centres undefined)	3.4%	0.1%	3.5%	-4.3%	14.2%
COc1ccc2[nH]cc(CCNC(=O)c3ccco3)c2c1	/	1.6%	-8.5%	1.3%	-4.6%
O=c1cc(-c2ccc(C3CCCCC3)cc2)[nH][nH]1	-3.2%	2.0%	2.3%	-2.5%	39.2%
CN(C)c1ccc(N=Nc2ccccc2C(=O)OCC(=O)N2CCCC2)cc1	-3.0%	9.6%	?	22.2%	?
COc1ccc(C(CC(=O)N2CCC3(CC2)OCCO3)NS(=O)(=O)c2ccc(OC)cc2)cc1 (centres undefined)	3.6%	2.3%	-4.2%	-0.3%	-5.9%
CN(C)C(=O)CCc1ccc2c3c([nH]c2c1)[C@]1(CCc2ccccc2)[C@@H](C(=O)N2CCCCC2)C[C@H](CC(=O)NCCC2=CCCCC2)C(=O)N1CC3	/	6.3%	/	-2.2%	/
COc1ccc(CN2CCN(C(=O)c3ccccc3F)CC2)c(OC)c1OC	7.7%	i	-9.4%	6.9%	-11.9%
O=C(O)c1ccc(CS(=O)c2cccc(C(F)(F)F)c2)o1 (centres undefined)	-11.1%	2.0%	-2.1%	8.1%	8.7%
Cc1ccc(S(=O)(=O)/N=C(\c2ccccc2)N(C)S(=O)(=O)c2ccccc2)cc1	-2.9%	5.0%	0.9%	-7.5%	28.3%
CCCN(CCC)CCNC(=S)Nc1ccc2nc3n(c(=O)c2c1)CCCCC3	-5.7%	0.5%	-0.1%	8.3%	7.8%
O=C(O)c1ccc(/C=N/NC(=O)c2ccc(NS(=O)(=O)c3cccs3)cc2)cc1	11.4%	i	6.4%	-5.9%	4.1%

4 records drawn at random from the list so far:
SMILES	PhoP GFP inhibition	VEEV TC-83 Vero	H37Rv inhibition	H1N1 NS1A inhibition	M. tuberculosis	others
Cc1cc(C)c(C2=NOC(O)(C(F)(F)F)C2)c(=O)[nH]1 (centres undefined)	-16.1%	0.3%	-1.9%	-2.7%	-6.4%
O=C(Nc1cc2c3c(c1)CC(=O)N3CCC2)C1CCCCC1	2.9%	4.3%	32.9%	-11.9%	0.0%
Cc1ccc(S(=O)(=O)/N=C(\c2ccccc2)N(C)S(=O)(=O)c2ccccc2)cc1	-2.9%	5.0%	0.9%	-7.5%	28.3%
CN(C)C(=O)CCc1ccc2c3c([nH]c2c1)[C@]1(CCc2ccccc2)[C@@H](C(=O)N2CCCCC2)C[C@H](CC(=O)NCCC2=CCCCC2)C(=O)N1CC3	/	6.3%	/	-2.2%	/

(more compounds)
SMILES	PhoP GFP inhibition	VEEV TC-83 Vero	H37Rv inhibition	H1N1 NS1A inhibition	M. tuberculosis	others
COc1ccc(NC(=O)C2CCCN(S(=O)(=O)c3ccc(C)cc3)C2)cc1OC (centres undefined)	-0.6%	0.4%	0.9%	1.7%	1.1%
COc1ccccc1/C=C1\NC(=S)N(CC2CCCO2)C1=O (centres undefined)	-3.9%	2.9%	5.9%	6.9%	13.0%
CC(C)C(NC(=O)OCc1ccccc1)C(=O)O (centres undefined)	3.0%	i	-3.6%	-6.1%	-7.6%
COc1ccc(OCCCC(=O)OC(C)C(=O)Nc2ccc(C)cc2)cc1 (centres undefined)	-4.2%	i	?	2.2%	71.0%
N#Cc1ccccc1CSc1nc2ccsc2c(=O)n1Cc1ccccn1	5.7%	8.4%	17.5%	-0.6%	3.8%
c1ccc(N=P(c2nc3ccccc3o2)(N2CCOCC2)N2CCOCC2)cc1	3.4%	i	10.1%	3.5%	5.5%
COc1ccc(NC(=O)CSc2nc3nc(C)cc(C)c3c(=O)[nH]2)cc1OC	/	2.3%	2.8%	-6.5%	-1.0%
Oc1c(Br)cc(Cl)cc1C=Nc1ccc(N2CCOCC2)cc1	5.2%	2.1%	5.8%	/	68.4%
CC1CCN(S(=O)(=O)c2ccc(C(=O)N3CCN(c4ccccc4F)CC3)cc2)CC1	-2.3%	12.4%	4.5%	-4.2%	7.0%
Cc1c(NC(=O)c2cc(CC(C)C)on2)c(=O)n(-c2ccccc2)n1C	2.4%	i	-4.6%	24.0%	/
Cc1ccc(C)c(OCc2nnc(SCC(=O)NC(=O)NCc3ccco3)o2)c1	-6.6%	0.1%	-6.4%	-15.4%	?
O=C(c1ccccc1F)N1CCN(Cc2nc3sc4c(c3c(=O)[nH]2)CCCC4)CC1	3.6%	1.2%	?	-5.0%	14.1%
CCc1ccc(NC(=O)C(=O)N/N=C(\C)CC(=O)NCc2ccc(Cl)cc2)cc1	0.0%	i	-1.6%	-10.3%	30.1%
CC(C)(C)NC(=O)COC(=O)CNC(=O)c1cc(Cl)cc([N+](=O)[O-])c1	0.1%	1.0%	-2.1%	-14.3%	-3.8%
O=C(NC(=S)N1CCN(c2ccc([N+](=O)[O-])cc2)CC1)c1ccccc1	6.2%	1.7%	-5.2%	0.3%	-19.3%
COc1ccc(-c2cc3ccc(OC(C)C(=O)O)cc3oc2=O)cc1 (centres undefined)	-1.4%	1.5%	6.2%	-5.0%	-4.6%
Cc1cc(C(=O)N/N=C/C=C/c2ccccc2)c(C)o1	4.8%	i	3.3%	1.4%	82.6%
CCc1cccc(OCCCN2C(=O)NC(C)(C)C2=O)c1	7.3%	0.9%	0.7%	4.3%	-10.3%
O=C(NCCCn1ccnc1)c1ccccc1Br	1.8%	i	-6.9%	-4.5%	4.2%
CCCC(=O)Nc1sc(-c2ccccc2)c(-c2ccccc2)c1C(=O)O	-2.5%	1.1%	2.1%	1.0%	24.1%
O=C1NCCCC1C(=O)NCCNC(=O)C(F)(F)F (centres undefined)	1.7%	0.1%	-2.0%	6.4%	-8.4%
FC(F)(F)c1ccc2c(c1)ncn2C1CCN(Cc2nnnn2C2CCCCC2)CC1	0.2%	5.2%	59.8%	-5.2%	23.5%	VEEV TC-83 Vero 10K pilot screen=3.1
COc1ccc(N2C(=O)c3cccc4c(N(C)CCO)ccc(c34)C2=O)cc1	-19.5%	0.8%	8.3%	-2.2%	-22.6%
OCCC1CN(C/C=C/c2ccco2)CCN1Cc1ccccc1 (centres undefined)	2.0%	0.3%	0.3%	-1.9%	2.3%
O=C(CSc1ccc(-c2ccc3c(c2)OCO3)nn1)Nc1nccs1	-0.6%	1.8%	0.4%	13.7%	20.3%

Structures from the list above with a nitro group on carbon:
SMILES	PhoP GFP inhibition	VEEV TC-83 Vero	H37Rv inhibition	H1N1 NS1A inhibition	M. tuberculosis	others
Cn1ncc([N+](=O)[O-])c1C(=O)Nc1ccc(-c2ccccc2)cc1	0.8%	i	6.4%	4.5%	12.1%
CC(C)(C)NC(=O)COC(=O)CNC(=O)c1cc(Cl)cc([N+](=O)[O-])c1	0.1%	1.0%	-2.1%	-14.3%	-3.8%
O=C(NC(=S)N1CCN(c2ccc([N+](=O)[O-])cc2)CC1)c1ccccc1	6.2%	1.7%	-5.2%	0.3%	-19.3%

Remaining list, next part.
SMILES	PhoP GFP inhibition	VEEV TC-83 Vero	H37Rv inhibition	H1N1 NS1A inhibition	M. tuberculosis	others
Cn1c(=O)c2c(nc(N3CCCCCC3)n2CC(=O)c2ccc(Br)cc2)n(C)c1=O	13.7%	1.5%	-1.3%	-0.5%	-22.8%	VEEV TC-83 Vero 10K pilot screen=0.0
COc1ccccc1OCC(=O)N/N=C1/C=C(C)CC1	-2.2%	0.9%	8.9%	-15.3%	12.2%
CCN(CC)C(=O)COc1ccc(N(C)S(=O)(=O)c2ccc(NC(C)=O)cc2)cc1	-3.2%	0.1%	-3.7%	-8.6%	-6.4%
N/C(=N\N=C\c1ccc2c(c1)OCO2)SC1CC(=O)N(c2ccc(C(=O)O)cc2)C1=O (centres undefined)	-3.0%	0.3%	0.5%	1.1%	11.2%
O=C(NCc1ccncc1)Nc1ccccc1Cl	-6.6%	2.8%	-0.8%	-0.4%	1.7%
Oc1ccc(-c2cnc3ccccc3n2)cc1	8.3%	4.6%	42.6%	-8.7%	3.2%
COc1cc(NC(=O)Cn2cnc3c(OCc4ccccc4)ncnc32)cc(OC)c1OC	/	i	-0.9%	-3.8%	14.4%
Cc1ccc(-c2nc3ccccc3nc2Cl)cc1	-17.9%	1.1%	9.8%	-8.7%	5.0%
Cc1oc(-c2cc(F)ccc2F)nc1CN1CCN(c2ncnc3ccccc23)CC1	-10.7%	8.0%	11.6%	0.6%	20.2%
COC(=O)c1cn(NC(=O)C2CCC(C(C)(C)C)CC2)c(=O)c2ccccc12 (centres undefined)	-4.7%	0.3%	2.4%	18.5%	-1.9%
O=C(Nc1ccccc1)N(Cc1cccs1)C1CCCC1	3.4%	0.7%	3.9%	-7.7%	11.9%
O=C(Cn1cncn1)NCc1cccc2ccccc12	-10.5%	0.8%	-16.4%	-2.5%	1.7%
O=C(N/N=C/c1ccc(O)cc1)c1cccc(N/N=C/c2ccc(O)cc2)c1	13.1%	0.8%	0.9%	-17.5%	25.0%
CC(=O)c1cccc(NC(=S)N2CCc3ccccc32)c1	-9.7%	2.0%	11.4%	-13.4%	44.2%
CC(C)OC(=O)CN1C(=O)C(=O)c2ccccc21	7.2%	0.3%	0.6%	-7.4%	9.4%
O=C(C(=O)N1CCN(Cc2ccccc2)CC1)c1c[nH]c2ccccc12	-4.9%	0.1%	-11.7%	-0.6%	1.7%
N#Cc1cc2[nH]c3ccccc3c2[n+](-c2ccc([N+](=O)[O-])cc2)c1N	10.2%	0.1%	5.1%	-5.6%	4.0%
CC(=O)Nc1ccc(S(=O)(=O)N[C@@H](C)C(=O)N2CCN(C/C=C/c3ccccc3)CC2)cc1	/	1.1%	-13.2%	-4.5%	-1.6%
COc1ccccc1-c1c(C(F)(F)F)oc2cc(OS(C)(=O)=O)ccc2c1=O	11.8%	i	4.1%	-6.2%	-14.9%
O=c1[nH]c(=O)n(CCc2ccccc2)c(O)c1C=NCc1ccc2c(c1)OCO2	-13.0%	5.8%	-2.1%	3.1%	8.0%
COCCN(Cc1cc2cc3c(cc2n2nnnc12)OCO3)C(=O)c1ccccc1F	-3.0%	0.4%	-10.9%	-2.6%	-2.6%
CCOC(=O)N1CCC(NC(=O)CCc2c(C)nc3c(c(C)nn3C(C)(C)C)c2C)CC1	-10.9%	9.9%	7.2%	0.2%	49.7%
Cc1cc(C)c(S(=O)(=O)Nc2c(C)n(C)n(-c3ccccc3)c2=O)cc1[N+](=O)[O-]	-186.1%	0.7%	-4.0%	-22.6%	4.5%
COc1ccc(-n2cc(CNCC3CC(=O)N(C4CC4)C3)c(-c3ccccc3Cl)n2)cc1 (centres undefined)	0.1%	1.0%	-7.8%	-6.4%	22.1%
CCCn1cc(S(=O)(=O)c2ccc(C)cc2)c(=O)c2cc(OC)c(OC)cc21	-4.7%	5.1%	5.5%	-5.9%	2.3%
COc1ccc(Br)cc1CNC(=O)CCC(=O)n1nc(C)c2ccccc21	-7.5%	4.8%	4.5%	-2.7%	2.1%
